PHOSPHO1 inh = inhibitors of human PHOSPHO1 phosphatase. AID 1565. recombinant PHOSPHO1, absorbance phosphatase assay. actives 1.1% (n = 290,000). inhibition, % at 13.3 µM. Q8TCT1; in the data active = inhibition above about 60%
Target sequence (Q8TCT1 whole entry, looked up): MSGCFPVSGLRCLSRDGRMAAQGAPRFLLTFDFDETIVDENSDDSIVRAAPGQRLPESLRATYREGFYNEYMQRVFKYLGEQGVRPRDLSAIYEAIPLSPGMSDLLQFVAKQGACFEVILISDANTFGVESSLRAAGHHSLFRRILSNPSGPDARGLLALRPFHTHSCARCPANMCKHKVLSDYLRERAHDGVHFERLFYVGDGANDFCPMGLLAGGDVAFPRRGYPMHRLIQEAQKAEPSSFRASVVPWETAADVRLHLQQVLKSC
VIM-2 inh = blocks Pseudomonas aeruginosa VIM-2 metallo-beta-lactamase; purified VIM-2, nitrocefin hydrolysis, epi-absorbance fluorescence; inhibition, % at 5.6 µM; actives 0.89% (n = 290,000);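 active = inhibition above the mean of all tested compounds plus 3 SD, cutoff set per screening run, cut at about 7.5% in these data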;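 note: red hydrolysis product quenches plate fluorescence so inhibitors raise well fluorescence; 0% = enzyme with DMSO and 100% = DMSO without enzyme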
GPR7 antag = antagonists of human GPR7 (neuropeptides B/W receptor 1); GPR7-expressing cells, fluorescence antagonist assay; actives 1.1% (n = 290,000); inhibition, % at 4.4 µM; in the data active = inhibition above about 16%, passing the limit was not always enough;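 note: cells stimulated with the agonist NPW; 0% = agonist with vehicle and 100% = vehicle without agonist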
Target sequence (P48145 whole entry, looked up): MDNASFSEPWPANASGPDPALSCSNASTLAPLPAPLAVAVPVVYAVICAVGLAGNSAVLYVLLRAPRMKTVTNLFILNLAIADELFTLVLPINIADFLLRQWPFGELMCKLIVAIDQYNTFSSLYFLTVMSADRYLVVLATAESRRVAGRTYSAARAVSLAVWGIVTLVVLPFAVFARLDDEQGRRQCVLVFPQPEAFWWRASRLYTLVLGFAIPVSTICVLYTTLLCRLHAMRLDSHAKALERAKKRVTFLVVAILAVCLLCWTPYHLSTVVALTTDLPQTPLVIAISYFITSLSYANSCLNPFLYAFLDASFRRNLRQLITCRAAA
p-CIP stab down = p/CIP protein destabilization. Q05BA5. F442A p/CIP-EGFP cells, EGFP fluorescence, 16 h. decrease of EGFP signal, % at 10 µM. actives 0.01% (n = 290,000). AID 1984;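 active = EGFP signal decrease of at least 30% at 10 µM or well 3 SD below plate mean, unless failing retest; inactive = the rest, including hits failing retest or dose response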; note: some compounds called inactive have numbers as strong as hits; many of its hits are not listed in these tables
M18AAP inhibitor = blocks P. falciparum M18 aspartyl aminopeptidase | recombinant PfM18AAP, H-Glu-NHMec fluorogenic cleavage | inhibition, % at 7.35 µM | actives 1.2% (n = 290,000) | AID 1822;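 active = inhibition above the campaign mean inhibition over all tested compounds plus 3 SD, cut at about 28% in these data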;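 note: 0% = plate median of test compound wells and 100% = 2 mM ZnCl2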
IDE act = boosts human insulin-degrading enzyme activity in HEK cells | P14735 | FAbeta-B cleavage, fluorescence polarization; 0% vehicle, 100% cell-free pure enzyme wells | actives 0.073% (n = 340,000) | activation, % at 5.96 µM;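 active = activation above the mean of all tested compounds plus 3 SD, set per screening campaign, cut at about 17% in these data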
IMP-1 inh = inhibitors of Pseudomonas aeruginosa IMP-1 metallo-beta-lactamase. purified IMP-1, nitrocefin hydrolysis, epi-absorbance fluorescence. inhibition, % at 5.6 µM. actives 0.45% (n = 290,000). AID 1556;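 active = inhibition above the mean plus 3 SD of all compounds in the same screening run, cut at about 4.5% in these data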;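 note: 0% = IMP-1 with DMSO and 100% = DMSO wells lacking enzyme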
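Material – recombinant IMP-1 enzyme, purified · Amount – IMP-1 0.2 nM before substrate addition · Medium – HEPES buffer pH 7.1 with ZnSO4 and Brij 35 · Timing – 25 °C, 15 min preincubation, 25 min reaction · Measured by – plate fluorescence quenching by hydrolysis product, ex 480/em 530 nm · Read-out – percent enzyme inhibition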
NALP1 yeast inh = NALP1 inhibition; S. cerevisiae NALP1/ASC/caspase-1 growth, X-gal OD620, 72 h; inhibition, % at 10 µM; actives 0.61% (n = 280,000); in the data active = inhibition mostly above about 24%, no sharp cut-off; inactive = mostly below about 32%; note: some compounds called inactive have numbers as strong as hits
IDE cell inh = inhibits human insulin-degrading enzyme in HEK cells; P14735; FAbetaB cleavage, fluorescence polarization; inhibition, % at 5.59 µM; actives 0.41% (n = 320,000);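 active = percent inhibition above the average of all tested compounds plus 3 SD, set per screening campaign, cut at about 16% in these data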;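 note: IDE supplied by intact live HEK cells; FP after avidin binding of uncleaved biotin substrate so inhibition keeps polarization high; 0% = DMSO wells and 100% = 60 µM reference IDE inhibitor Ii1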
An asterisk follows results filed as active; . = no result given.

compound	PHOSPHO1 inh	VIM-2 inh	GPR7 antag	p-CIP stab down	M18AAP inhibitor	IDE act	IMP-1 inh	NALP1 yeast inh	IDE cell inh
COc1ccc(S(=O)(=O)N2Cc3ccccc3CC2C(=O)Nc2ccc3c(c2)OCO3)cc1 (configuration not stated)	-31	-0.3	8	-22	2	5	-1.8	25	-3
O=C(O)CCN=C1CCc2ccccc2N1	4	-2.0	-6	-5	7	.	-1.5	-7	-1
CCOC1C(=O)NC(=O)N1Cc1ccccc1 (configuration not stated)	24	-0.7	-12	-4	7	2	-2.9	19	.
Cc1ccc(C(=O)NC2CCCC2)cc1S(=O)(=O)N1CCCCC1	21	-3.2	-6	-5	0	4	-1.5	8	-4
Cc1ccc(C(=O)N2CCN(c3ccccc3)CC2)cc1NC(=O)c1ccco1	47	-1.1	-16	1	2	3	-0.9	4	0
COc1ccc2c(CC(=O)Nc3nc(C)cs3)coc2c1	-14	-3.4	16	6	-1	2	-0.8	-15	-2
O=C(O)COc1ccccc1/C=N/NC(=O)CNC(=O)c1ccco1	26	0.9	-7	-10	-6	4	1.5	16	-1
C[N+]1(CCC(=O)c2ccccc2)CCCCC1	17	-0.3	1	0	0	5	-0.9	24	11
COc1cc(C(C(=O)Nc2c(C)cccc2C)N(C)C(=O)c2ccc(-n3cnnn3)cc2)ccc1O (configuration not stated)	24	0.2	9	10	0	7	-0.3	18	1
O=C(NCC1CCCO1)C(c1ccncc1)N(Cc1cccs1)C(=O)Cn1nnc(-c2ccc(F)cc2)n1 (configuration not stated)	-19	0.5	-5	-27	-2	0	-1.0	4	3
CCOP(=O)(OCC)/C(=N/OC(=O)c1ccc(OC)cc1)C(N)=O	40	-1.8	-2	-14	2	7	-3.7	-5	3
Cc1ccc(S(=O)(=O)N(C)CC(=O)N2CCCCCC2)cc1	.	-3.3	1	-5	-11	-2	-3.1	-14	-1
CCc1ccccc1NS(=O)(=O)c1cccc2nsnc12	23	-3.0	3	-8	-16	0	-3.3	14	-12
CCOC(=O)c1ccccc1NC(=O)C(C)Oc1ccccc1 (configuration not stated)	7	-2.8	-21	-5	5	1	-2.8	3	0
COc1ccc(-c2cc(C(F)(F)F)nc(-n3cc(Cl)cn3)n2)cc1	-9	-0.9	2	-14	13	3	-1.4	-12	-2
CC(C)c1c(O)nc(SCc2ccccc2)[nH]c1=O	-8	0.5	-8	-6	2	4	-4.1	8	3
CCN(CC)CCNC(=O)c1cn(-c2ccccc2)nc1-c1cccs1	-34	-4.2	2	17	0	1	-1.6	13	10
CCOC(=O)C1(Cc2ccc(OC)cc2)CCN(C(=O)c2cncs2)CC1	32	0.1	-11	2	-11	-5	-0.1	16	0
CCOC(=O)c1ccc2ncc(C(=O)OCC)c(NCCCN3CCOCC3)c2c1	-28	26*	-5	-1	-10	-3	-3.9	-5	-2
CSc1nc(N)c2c3c(sc2n1)COC(C(C)C)C3 (configuration not stated)	11	-1.7	2	0	7	0	-2.3	-9	7
CCOc1ccccc1Nc1cc2n(c(=O)n1)CCc1cc(OC)c(OC)cc1-2	37	0.1	-32	-11	9	3	-3.9	5	6
COc1ccc(OCCSc2nc3ccccc3c(=O)[nH]2)cc1	9	-0.5	-10	-1	0	-4	-2.7	-2	-2
Cc1ccc(Cn2nnc3c(=O)n(CC(=O)NCC4CCCO4)cnc32)cc1 (configuration not stated)	-9	-1.8	-22	3	11	-1	-4.8	9	-5
CCCN1CCN(CCCNC(=O)Cn2nc(-c3ccccc3)ccc2=O)CC1	9	-4.7	-16	-12	-1	2	-1.6	-4	-2
COc1cccc(-c2nnc3n2N=C(c2cccc(Br)c2)CS3)c1	25	-1.1	3	-9	-15	-2	-2.9	26	-3
COc1ccc(C(=O)NCC(=O)NC2=NCCS2)cc1	10	0.1	-10	-7	-14	4	-2.9	34	-2
COc1cc(NC(=O)COC(C)=O)c(C)cc1[N+](=O)[O-]	13	0.3	-4	-10	-9	1	-2.2	15	3
CCC1Sc2ccc(S(=O)(=O)Nc3cc(OC)cc(OC)c3)cc2NC1=O (configuration not stated)	21	0.2	2	-5	-4	0	-2.8	18	1
CCC(=O)Nc1ccc(NC(=O)CSc2nnnn2Cc2ccccc2)cc1C	39	-5.2	2	-12	-7	6	-3.4	5	.
COc1ccc(Cl)cc1S(=O)(=O)N1CCN(CC(=O)C(C)(C)C)CC1	28	-2.6	0	6	-1	0	-2.8	28	1

Gathered by group: those above with an NH in an aromatic ring
compound	PHOSPHO1 inh	VIM-2 inh	GPR7 antag	p-CIP stab down	M18AAP inhibitor	IDE act	IMP-1 inh	NALP1 yeast inh	IDE cell inh
CC(C)c1c(O)nc(SCc2ccccc2)[nH]c1=O	-8	0.5	-8	-6	2	4	-4.1	8	3
COc1ccc(OCCSc2nc3ccccc3c(=O)[nH]2)cc1	9	-0.5	-10	-1	0	-4	-2.7	-2	-2

Continuation:
compound	PHOSPHO1 inh	VIM-2 inh	GPR7 antag	p-CIP stab down	M18AAP inhibitor	IDE act	IMP-1 inh	NALP1 yeast inh	IDE cell inh
COCCCNC(=O)C(CC(N)=O)NC(=O)OCc1ccccc1 (configuration not stated)	32	-2.4	2	-8	-2	6	-2.1	.	6
O=C(NCCCN1CCOCC1)c1cc(Cl)ccc1[N+](=O)[O-]	0	-0.4	-4	-2	-7	2	-2.6	29	-5
CCC(C)NC(=O)Nc1ccccc1C (configuration not stated)	-38	-1.5	-1	3	-4	4	-1.6	9	0
Cc1ccc(C(=O)NC2CCN(S(=O)(=O)c3ccccc3F)CC2)cc1	3	-2.0	-17	0	4	5	-2.4	8	4
O=c1cc2[nH]c3ccccc3c(=O)n2nc1-c1ccccc1	12	-5.2	5	-1	12	0	-4.9	8	-2
CC(CNS(=O)(=O)c1ccc2c(c1)CC(=O)N2C)c1ccccc1 (configuration not stated)	27	-0.5	3	-8	-18	7	-2.0	22	-2
N=c1c(S(=O)(=O)c2ccc(Cl)cc2)cc2c(=O)n3ccccc3nc2n1CCN1CCOCC1	-3	4.8	-6	-1	-9	3	-2.6	12	-2
COc1ccccc1OCCn1cc(/C=N/NC(N)=S)c2ccccc21	-8	-1.9	12	8	7	-1	-1.0	6	2
CC(c1ccccc1)n1cnc2ccccc2c1=O (configuration not stated)	.	-1.7	11	4	1	-1	-2.0	-11	1
COc1ccc(C(=O)Nc2ccc(S(=O)(=O)Nc3cc(C)nc(C)n3)cc2)cc1	35	-2.8	-10	-13	-1	2	-3.2	.	-3
CCS(=O)(=O)NCCc1csc(C)n1	3	-2.9	-17	5	-9	0	-3.8	9	-3
COC(=O)c1ccc(C(=O)OC)c(NC(=O)C2CC2)c1	5	-1.8	-6	-11	-1	0	-3.3	28	1
Cc1cc(NC(=O)COC(=O)c2c(C)nn(-c3ccccc3)c2C)no1	28	-0.3	-5	10	-11	-1	-0.3	11	7
CCCc1cc(C(=O)N/N=C/c2ccc(C)o2)c2ccccc2n1	42	-1.8	0	10	-4	1	-2.6	3	4
O=C(N/N=C1/CCCc2ccccc21)C(c1ccccc1)c1ccccc1	-1	-0.5	17	-1	1	-2	-1.5	-8	-3
Cc1ccc(C(C)NC(=O)C2CCCO2)cc1C (configuration not stated)	31	-2.9	5	2	-7	11	-2.1	21	2
Cc1ccc(CCNC(=O)CN2C(=O)COc3ccc(S(=O)(=O)N4CCOCC4)cc32)cc1	38	-1.0	-8	6	1	6	1.0	18	-2
CCCOc1ccc(/C=N/NC(=O)C(=O)Nc2ccccn2)cc1	-14	-0.8	-7	-11	4	1	-4.1	7	-6
COc1cccc(/C=C2\SC(=S)N(CCCC(=O)N(CCO)c3ccccc3)C2=O)c1	38	-3.8	-17	-14	8	6	-2.7	3	0
CCOC(=O)/C(=N\Nc1ccc(Cl)cc1)Sc1nnc(-c2ccc(OC)cc2)n1C	-9	-5.1	-8	-9	8	2	-4.7	5	1
Clc1ccccc1OCCCCN1CCCCC1	49	-0.3	0	1	0	5	1.2	9	-2
CC(=C1C(=O)c2ccccc2C1=O)N1CCN(Cc2ccccc2)CC1	-23	-2.2	-18	-11	5	5	-3.2	-3	3
O=C(N/N=C/C=C/c1ccccc1[N+](=O)[O-])c1cccnc1	37	-5.0	-12	-7	2	-2	-2.8	-16	-4
Cc1nc(NNC(=O)c2ccc(Cl)cc2Cl)cc(-c2ccccc2)n1	3	-3.7	0	-1	1	-2	-3.0	5	5
COc1ccc(N2CCN(C(=O)C3CCN(C(=O)c4cccc(Cl)c4)CC3)CC2)cc1	20	-0.6	-5	-4	-1	-5	-3.5	14	-1
CCN(CC)c1cc2nonc2c2nonc12	31	0.2	-13	5	-3	6	-1.1	-26	-2
CCSC1=N/C(=C\C=C2/Oc3ccccc3N2CC)C(=O)S1	14	-1.1	3	-117	2	-35	-0.7	.	20*
O=C(c1cccc([N+](=O)[O-])c1)N1CCCN(C(=O)c2cccc([N+](=O)[O-])c2)CC1	7	0.3	0	2	-17	-2	-0.6	20	-2
O=C(O)C1Nc2c(Cl)cc(Cl)c(Cl)c2C2C=CCC12 (configuration not stated)	.	2.8	-11	.	4	1	2.9	.	5
COc1ccccc1N1CCN(CC(=O)Nc2nccs2)CC1	51	-3.3	-18	2	2	5	-2.7	8	2
COc1ccc(S(=O)(=O)Nc2c(O)c3ccccc3oc2=O)cc1	20	-2.6	-14	-3	12	3	-3.0	2	9
CNC(=O)c1[nH]cnc1C(=O)N[C@@H](CCCCNC(=O)OC(C)(C)C)C(=O)OC(C)(C)C	9	-4.6	-12	2	3	1	-3.4	-17	4
COc1ccc(-n2nc(C(=O)N3CCC(N4CCCCC4)CC3)c3c4ccccc4n(C)c3c2=O)cc1	-18	4.4	-6	-1	-8	-1	-1.2	23	0
Cc1ccc(S(=O)(=O)NN2C(=O)/C(=C/c3ccc(F)cc3)SC2=S)cc1	-6	-5.5	-17	6	-2	5	-4.6	7	5
CC(CN1C(C)CCCC1C)OC(=O)c1ccc(Cl)cc1 (configuration not stated)	36	-2.4	-11	-9	1	6	-1.7	12	-2
NC(=O)C1CCN(CC(=O)N2N=CCC2c2ccccc2)CC1 (configuration not stated)	20	-2.1	5	-11	-2	0	-2.2	6	-1
O=C(NOC(=O)c1c(F)cccc1Cl)c1ccc(Cl)c(Cl)c1	27	-5.2	1	-1	-3	1	-5.3	-1	8
CCC(C)(C)NC(=O)c1ccc2c(c1)S(=O)(=O)c1ccccc1C2=O	-41	1.6	-2	-14	-8	3	-1.7	21	0
Cc1ccc(C)c(NC(=O)CCNS(=O)(=O)c2ccc3[nH]c(=O)oc3c2)c1	32	-0.8	-10	-4	2	6	-2.6	15	-2
O=C(O)c1cc(Cl)c(Cl)cc1C(=O)NCc1ccco1	44	0.3	1	-2	-1	0	-2.0	6	-1
CC(C)OCCCNC(=O)c1c(N)n(/N=C/c2ccccn2)c2nc3ccccc3nc12	1	-1.1	1	-13	-14	6	-3.4	38	5

Source: PubChem BioAssay (several laboratories)
